Compound activity deposited in PubChem BioAssay by several laboratories.
MOR-DOR inv ag: inverse agonists of MOR-DOR heterodimerization, primary screen, cell-based, luminescence; Mu-type opioid receptor (Homo sapiens) + Delta-type opioid receptor (Homo sapiens), …; cell-based MOR-DOR heterodimer luminescence, inverse agonism; inhibition, % at 9.3 µM; hit rate 0.21% among 340,000; AID 504357, 2011; in the data active = inhibition above about 22%, passing the limit was not always enough;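 note: 0% = cells with DMSO and 100% = wells without cells with DMSO; values of inactives mirror those of a sister screen read the other way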
Target sequence (P35372 whole entry, looked up): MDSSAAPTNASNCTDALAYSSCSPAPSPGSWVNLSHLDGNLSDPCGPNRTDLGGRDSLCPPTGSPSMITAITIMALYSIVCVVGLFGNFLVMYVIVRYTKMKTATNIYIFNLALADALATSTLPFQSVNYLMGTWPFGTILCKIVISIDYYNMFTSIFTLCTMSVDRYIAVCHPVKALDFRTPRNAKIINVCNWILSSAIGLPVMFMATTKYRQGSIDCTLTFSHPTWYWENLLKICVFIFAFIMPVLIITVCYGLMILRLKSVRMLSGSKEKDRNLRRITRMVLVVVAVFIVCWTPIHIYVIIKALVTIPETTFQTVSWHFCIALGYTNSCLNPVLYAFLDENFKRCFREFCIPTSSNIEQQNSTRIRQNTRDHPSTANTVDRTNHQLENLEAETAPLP
Target sequence (P41143 whole entry, looked up): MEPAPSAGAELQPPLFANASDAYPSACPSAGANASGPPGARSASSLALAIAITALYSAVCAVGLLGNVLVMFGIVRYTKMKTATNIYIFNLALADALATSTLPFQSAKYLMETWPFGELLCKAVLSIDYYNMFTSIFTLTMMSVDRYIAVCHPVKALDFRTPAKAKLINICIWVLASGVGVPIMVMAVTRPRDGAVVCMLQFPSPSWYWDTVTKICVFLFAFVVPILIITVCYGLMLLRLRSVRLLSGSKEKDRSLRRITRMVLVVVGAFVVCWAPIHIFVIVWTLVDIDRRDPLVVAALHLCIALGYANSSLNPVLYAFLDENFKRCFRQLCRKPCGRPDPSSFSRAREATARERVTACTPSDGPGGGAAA
AddAB inh: growth inhibition of E. coli expressing H. pylori AddAB, primary screen, AddAB inhibitor project, absorbance | AID 435030, 2010 | hit rate 0.29% among 330,000 | inhibition, % at 11.9 µM; in the data active = inhibition above about 12%;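 note: 0% = vehicle wells of infected cells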
Ecoli viability: E. coli V3065 growth inhibition, primary screen, counter-screen for AddAB inhibitor project, absorbance, OD600 | 18 h | AID 449728, 2010 | inhibition, % at 11.9 µM | hit rate 0.27% among 330,000;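 active = inhibition above the campaign's mean inhibition across all tested compounds plus 3 SD, cut at about 9.9% in these data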;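 note: uninfected addAB+ strain grown without phage in ampicillin broth; 0% = DMSO wells and 100% = ciprofloxacin 0.95 µg/ml wells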
PKA-R2B activ: activators of PKA-R2B holoenzyme, primary screen, biochemical, fluorescence polarization, Cy5-IP20, human. activation, % at 11.4 µM. cAMP-dependent protein kinase catalytic subunit beta (Homo sapiens) + cAMP-dependent …. PKA-R2B holoenzyme dissociation; R2B truncated from residue 108, S112A mutant; 0% DMSO only, 100% 113 µM cGMP. hit rate 0.079% among 340,000;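 active = activation above a cutoff set at the mean over all compounds plus 3 SD, cut at about 18% in these data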;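 note: higher means more holoenzyme dissociation and a rise in polarization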
OPRM1-OPRD1 ag: agonists of OPRM1-OPRD1 heterodimerization, primary screen, cell-based, luminescence. hit rate 0.3% among 340,000. Mu-type opioid receptor (Homo sapiens) + Delta-type opioid receptor (Homo sapiens), …. cells. AID 504326, 2011. activation, % at 9.3 µM; in the data active = activation above about 18%;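 note: 0% = vehicle-treated cells and 100% = reference agonist; values of inactives mirror those of a sister screen read the other way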
phage Ecoli inh: growth loss of phage-infected E. coli, primary screen, RecBCD inhibitor project, absorbance, with phage, HTS | inhibition, % at 11.9 µM | hit rate 0.26% among 360,000 | AID 651602, 2012; in the data active = inhibition above about 11%
Tat export inh: E. coli Tat export inhibitors, primary screen, MC4100, TorA-mCherry reporter, fluorescence, single point | hit rate 0.036% among 340,000 | inhibition, % at 10 µM;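 active = mean replicate inhibition at least 50% and at least half of replicates individually reaching 50%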;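 note: exported cargo escapes ClpAP degradation while cytoplasmic cargo is degraded and loses fluorescence; 0% = median of neutral control wells and 100% = median of NaSCN control wells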
HTR5A inv ag: HTR5A inverse agonists in luminescence cell assay, primary screen, counter-screen for OPRM1-OPRD1 heterodimer inverse agonist project, full-deck HTS; 5-hydroxytryptamine receptor 5A (Homo sapiens), P47898; HTR5A cell line, inverse agonism; inhibition, % at 9.3 µM; hit rate 0.083% among 340,000; AID 504634, 2011; in the data active = inhibition mostly above about 23%, no sharp cut-off; inactive = mostly below about 18%;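 note: 0% = cells with DMSO and 100% = no-cell wells with DMSO; some compounds called inactive have numbers as strong as hits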
Mot1-301 SUMO: yeast Mot1-301 growth rescue at high temperature, primary screen, SUMOylation pathway inhibitor project, S. cerevisiae, ATP luminescence, 38.5C; growth rescue, % at 18.8 µM; S. cerevisiae Mot1-301 growth rescue; percent above DMSO median, 100 means doubled; hit rate 1% among 320,000;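 active = every valid replicate shows activation above 250% relative to neutral control wells; inactive = the rest, any valid replicate at or below 250%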;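 note: OY570 slx delta 5 strain wells were the positive control but not used for scaling; some compounds called inactive have numbers as strong as hits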
PfHsp90 yeast 2: growth inhibition of PfHsp90-expressing yeast, primary screen, antimalarial PfHsp90 inhibitor project, S. cerevisiae, BacTiter-Glo luminescence, single point, set 2; BacTiter-Glo ATP, 48 h; yeast lacking PDR1 and PDR3 efflux regulators; hit rate 0.32% among 310,000; inhibition, % at 9.4 µM; AID 504621, 2011;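 active = every replicate shows inhibition above about 80%, whatever the replicate mean, limit read from the data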;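 note: 0% = DMSO neutral controls and 100% = 20 µM radicicol positive controls; yeast relying on Plasmodium falciparum Hsp90 in place of its own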
PKA-R1A activ: activators of PKA-R1A holoenzyme, primary screen, biochemical, fluorescence polarization, Cy5-IP20, bovine R1A, mouse PKAc. cAMP-dependent protein kinase type I-alpha regulatory subunit (Bos taurus) + …. PKA-R1A dissociation; scaled: DMSO 0%, 113 µM cGMP 100%. activation, % at 11.4 µM. hit rate 0.083% among 340,000. AID 504707, 2011;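 active = percent activation above the mean of all tested compounds plus 3 SD, cut at about 19% in these data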;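 note: higher means more PKAc released from R1A so a rise in polarization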
Numbers without * were called inactive; / = no result given.

Molecule	MOR-DOR inv ag	AddAB inh	Ecoli viability	PKA-R2B activ	OPRM1-OPRD1 ag	phage Ecoli inh	Tat export inh	HTR5A inv ag	Mot1-301 SUMO	PfHsp90 yeast 2	PKA-R1A activ
CCOc1ccc(NC(=S)Nc2cc(C)[nH]n2)cc1	8	2.1	0.7	7	-1.7	2.1	13	9	-1	-1	-6
Cc1cc(=O)oc2ccc(OCC(=O)N3CCc4ccccc43)cc12	9	2.4	0.5	-5	-1.7	0.5	-2	-13	-10	-8	7
COc1ccc2nc(N=NC3=C(O)CC(C)(C)CC3=O)sc2c1	20	-0.7	-4.0	9	-3.9	-0.6	2	4	37	3	1
C=COC(=O)c1sc2nc(C)cc(C)c2c1N	10	0.2	-2.5	4	-1.9	3.3	-1	-18	12	20	-7
Cc1cc(C)cc(OC(=O)CS(=O)c2ccc(C(F)(F)F)cc2[N+](=O)[O-])c1 (centres undefined)	-26	-2.1	-1.1	-8	5.2	3.8	3	-32	511*	-46	5
COc1ccc(NC(=O)N2CCN(c3ccc([N+](=O)[O-])cc3)CC2)cc1OC	2	1.4	2.0	0	-0.3	5.7	3	-33	/	-6	1
COc1cc(CNCc2ccc(OC)cc2OC)cc(OC)c1	-1	-0.9	-1.4	-7	0.3	-1.1	-1	-17	-12	23	-9
Cc1ccc(C(=O)N/C(=C\c2ccccc2)C(=O)NCCN2CCOCC2)cc1	7	3.0	-0.8	11	-0.9	-1.7	-2	-2	13	-30	-3
COc1ccc(C2CC(c3ccccc3)Nc3ncnn32)cc1 (centres undefined)	11	3.5	-2.3	-6	-2.1	0.8	19	5	-3	/	-2
CN(C)S(=O)(=O)c1ccc(NC(=O)N2CCN(c3cccc(C(F)(F)F)c3)CC2)cc1	-4	3.8	2.5	7	0.6	4.8	6	-10	-5	3	-12
O=C(CSc1ccc(Cl)cc1)Nc1ncccn1	1	3.2	0.5	-5	-0.3	3.7	3	5	-8	22	-14
Cc1ccc(-n2nc(-c3cccnc3)cc2C(=O)N2CCOCC2)c(C)c1	9	-1.8	-0.2	-16	-1.8	1.8	-11	-6	0	25	1
CCN1CCN(C(=O)Nc2cc(Cl)ccc2OC)CC1	-1	0.0	-0.3	-5	0.2	4.4	2	-14	-9	19	-10
Cc1cc(C)c(C)c(S(=O)(=O)NCC(=O)Nc2ccccc2F)c1C	-11	/	/	-2	1.9	0.1	3	-19	/	3	-10
O=C(c1ccc(Cl)c(Cl)c1)N1CCOCC1	10	1.4	2.0	4	-2.3	-1.0	16	-12	-10	-13	-2
NC(=O)c1ccc(NCCc2ccccc2)c([N+](=O)[O-])c1	4	7.1	3.8	-3	-0.7	7.1	8	7	-18	31	6
CN(C)c1cccc(C(=O)OC(C(=O)Nc2ccc(Cl)cc2C(F)(F)F)c2ccccc2)c1 (centres undefined)	-16	-0.1	-2.9	7	3.2	2.3	-9	-1	-14	-5	5
Cc1ccc(C)c(Cn2c(=O)n(CCC(=O)NCc3ccco3)c(=O)c3ccccc32)c1	-5	3.3	-0.2	-4	1.2	1.3	-8	11	173	-20	2
Cc1ccc(S(=O)(=O)N2C(=O)CCC2C(=O)O/N=C(\N)c2ccccc2)cc1 (centres undefined)	0	2.8	0.3	-3	-0.1	0.9	0	-15	4	1	-6
O=C1C2C3C=CC(C4CC34)C2C(=O)N1c1cccc2ccccc12 (centres undefined)	14	1.5	-1.0	-4	-3.0	3.5	-5	-4	112	7	-13
CCCn1nnnc1SCC(=O)Nc1ccc(F)cc1	1	0.0	-0.4	-4	-0.3	2.4	5	-37	93	10	-7
C=CCOc1ccc(C[C@H](N)C(=O)NC[C@H]2O[C@@H](n3cnc4c(N)ncnc43)[C@H](O)[C@@H]2O)cc1	17	-2.5	-3.4	-9	-3.4	/	-2	-9	/	20	1
COc1ccc(C(=O)Nc2ccc(Br)cn2)cc1S(=O)(=O)N1CCOCC1	13	0.4	-0.7	-4	-3.1	3.1	-1	-24	1	2	-8
CCCCOc1ccc(C(O)C(CN2CCOCC2)c2ccccc2)cc1 (centres undefined)	-2	2.1	-0.4	3	0.3	-0.9	-4	-18	787*	30	4
Cc1ccccc1NC(=S)NCC1CCN(C(C)c2ccccc2)C1 (centres undefined)	2	-0.1	-1.3	-14	-0.5	0.3	-8	-17	-1	11	-18
CN(C)c1ccc(NC(=O)C(=O)NCCOc2ccccc2)cc1	-8	-2.0	0.8	-5	1.7	4.6	5	3	1	-21	10
Cc1ccc(C(=O)Nc2nc3ccc(S(C)(=O)=O)cc3s2)cc1C	14	-2.6	-1.4	-10	-2.9	2.0	10	12	318	-6	-4
COC(=O)CC1=NN(c2ccccc2)C(=O)/C1=C\c1ccc(OC)cc1	3	3.5	0.3	5	-0.4	3.1	2	-3	-4	16	-1
Nc1ccccc1C(=O)NC12CC3CC(CC(C3)C1)C2	8	6.3	0.0	2	-1.8	3.6	-3	5	30	-10	5
O=C(NC1CC(=O)N(c2cccc(F)c2)C1)C(=O)c1c[nH]c2ccccc12 (centres undefined)	-10	3.0	-0.1	7	1.5	2.8	16	4	-3	/	8
CCN(CC(=O)Nc1ccc2c(c1)OCCO2)C(=O)/C=C/c1ccc(OC)c(OC)c1	11	0.3	-1.2	-3	-1.9	-2.2	-1	-13	-1	/	8
O=C(NC1CCN(Cc2ccccc2)CC1)c1ccc2c(c1)OCCCO2	0	2.8	-0.8	7	0.0	3.8	9	4	6	10	0
O=C(CSc1ncnc2ccccc12)Nc1ccc2c(c1)OCCO2	19	-1.1	-1.6	14	-4.1	-0.8	-7	-6	7	-4	8
O=c1c2ccccc2nc(-c2ccco2)n1/N=C/c1ccccc1O	13	3.2	1.2	-5	-2.9	2.1	3	-22	9	-10	-10
CC(C)CCn1c(CN2CC(C)OC(C)C2)nc2c1c(=O)n(C)c(=O)n2C (centres undefined)	11	-1.7	-0.4	-2	-1.9	3.1	2	-22	2	-25	-6
CCn1c(COc2ccc(Cl)cc2)nnc1SC1CCc2ccccc2C1=O (centres undefined)	-29	0.9	-3.2	-6	5.1	2.8	11	-1	2	11	-15
O=C(NNC(=O)C1CCN(S(=O)(=O)c2ccc(Cl)cc2)CC1)c1ccncc1	-4	0.0	-2.8	-7	0.8	4.6	-10	-15	0	10	2
Cc1ccc(OCC(=O)Nc2cc(S(=O)(=O)N3CCOCC3)ccc2Cl)c([N+](=O)[O-])n1	2	1.4	-0.1	-5	-0.4	0.6	-2	8	15	19	1
O=C1CCCc2[nH]c(-c3ccccc3)nc21	11	0.5	0.6	3	-1.5	3.0	2	-12	3	-8	-1
CCOC(=O)c1ccccc1NC(=O)CSc1nc(N)cc(N)n1	11	3.9	-0.1	-4	-2.8	-2.1	10	-14	10	-63	3
COc1cc(OC)c(S(=O)(=O)NC(C)C)cc1S(=O)(=O)NC(C)C	19	1.4	0.7	8	-3.6	2.8	-4	-7	9	-14	-11
Cc1noc(C)c1COc1ccccc1C(=O)N1CCN(S(=O)(=O)c2cccc(Cl)c2)CC1	5	/	/	-9	-0.8	0.8	3	17	/	/	0
Cc1cccc(NC(=O)c2cc3ccccc3o2)c1	-4	-2.3	-3.1	1	0.8	0.9	9	0	115	16	4
O=C(NCCOC(=O)c1ccc(C(=O)OCCNC(=O)c2cccnc2)s1)c1cccnc1	0	0.3	-1.1	5	-0.1	4.3	2	-10	-8	14	6
Cc1ccnc(NS(=O)(=O)c2ccc(N3C(=O)Nc4ccccc4N3O)cc2)c1	3	-0.3	0.8	-6	-0.6	4.5	-5	7	-16	35	-10
CCc1nnc(NC(=O)CSc2nnc(C)c(=O)n2N)s1	10	-0.6	0.2	6	-1.8	4.0	-4	-2	-1	12	4
CC(C)(C)NS(=O)(=O)c1ccc(CCC(=O)O)cc1	1	0.9	0.8	1	-0.1	0.2	7	-1	3	/	-4
CN(C)C(=O)c1cn(-c2ccccc2)nc1-c1cc2ccccc2oc1=O	4	5.7	0.6	-10	-0.7	2.3	2	2	-4	10	-1
CC1CCCCC1NC(=S)NC(=O)c1sc2ccccc2c1Cl (centres undefined)	1	5.5	-1.8	-16	-0.1	3.5	-1	29	8	-42	-13
CCc1ccc(NC(=O)Cn2c3[n+](c4c(F)c(F)ccc42)CCCCC3)cc1	/	6.3	0.5	5	/	5.6	-1	/	708*	50	2
Cn1[nH]c(CSc2ccc(Cl)cc2)cc1=O	10	0.8	-3.3	10	-1.5	3.3	-6	15	1	6	-12
